Compound activity as filed in PubChem.
Yp Topo-I inh – blocks Yersinia pestis topoisomerase I activity; 0.064% of 360,000 active; Y. pestis Topo-I cleavage product accumulation, plate reader; activity, % at 10 µM; in the data active = activity above about 50%, passing the limit was not always enough; inconclusive = no clear call, values can overlap the other calls; also: inactives centre near 2
FBA Mtb inh – inhibitors of M. tuberculosis fructose-bisphosphate aldolase | P9WQA3 | purified M. tuberculosis FBA, fluorescence read-out | inhibition, % at 1 µM | 2.3% of 360,000 active; in the data active = inhibition above about 27%;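 also: 0% = vehicle and 100% = reference inhibitor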
Target sequence (P9WQA3 whole entry, looked up): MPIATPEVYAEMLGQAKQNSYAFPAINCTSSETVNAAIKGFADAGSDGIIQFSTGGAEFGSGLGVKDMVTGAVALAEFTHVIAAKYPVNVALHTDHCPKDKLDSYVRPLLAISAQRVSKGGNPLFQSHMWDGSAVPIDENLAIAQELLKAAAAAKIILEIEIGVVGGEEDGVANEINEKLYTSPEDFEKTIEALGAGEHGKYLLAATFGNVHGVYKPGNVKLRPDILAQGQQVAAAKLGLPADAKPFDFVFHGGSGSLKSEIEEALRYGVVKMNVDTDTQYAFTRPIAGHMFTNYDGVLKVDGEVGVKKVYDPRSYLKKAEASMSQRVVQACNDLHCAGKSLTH
BioA inh – blocks M. tuberculosis BioA enzyme activity | inhibition, % at 9.99 µM | 0.096% of 360,000 active | AID 602481 | purified M. tuberculosis BioA enzyme, plate reader; in the data active = inhibition above about 40%; inconclusive = no clear call, values can overlap the other calls
TcdB inh – blocks C. difficile toxin B glycohydrolase activity. P18177. TcdB glycohydrolase enzymatic assay, plate reader. inhibition, % at 9.99 µM. 0.24% of 350,000 active. AID 652162; in the data active = inhibition above about 10%
GDH-TPI inh – GDH-TPI coupled enzyme inhibition counter-screen | AID 588335 | 1.2% of 360,000 active | GDH-TPI coupled enzyme counterscreen, NADH absorbance | inhibition, % at 4.8 µM; in the data active = inhibition above about 30%;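 also: 0% = DMSO wells and 100% = wells lacking the enzyme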
BH1578 lux ind – induces V. cholerae light production without autoinducers; activation, % at 18.7 µM; AID 588436; 0.16% of 350,000 active; V. cholerae BH1578 lux reporter, luminescence, 6 h; in the data active = activation mostly above about 9.7%, no sharp cut-off; inconclusive = no clear call, values can overlap the other calls; inactive = mostly below about 3.7%; also: not every result past the cut was called active; inactives centre near 0; reference of the scale not given here
PfHsp40 rescue – compounds rescuing yeast from Plasmodium falciparum HSP40 toxicity | AID 504582 | S. cerevisiae expressing PfHsp40, growth rescue, ATP luminescence | growth rescue, % at 12.5 µM | 0.68% of 340,000 active; in the data active = growth rescue above about 28%, passing the limit was not always enough; inconclusive = no clear call, values can overlap the other calls;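 also: yeast W303a lacking pdr1 and pdr3 grown in galactose medium; growth measured after three days at 30 °C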
Mtb UGM inh – inhibitors of M. tuberculosis UDP-galactopyranose mutase; P9WIQ1; purified UGM, fluorescence polarization probe displacement; inhibition, % at 10 µM; 0.06% of 320,000 active; AID 504406; in the data active = inhibition above about 10%, passing the limit was not always enough; inconclusive = no clear call, values can overlap the other calls
Target sequence (P9WIQ1 whole entry, looked up): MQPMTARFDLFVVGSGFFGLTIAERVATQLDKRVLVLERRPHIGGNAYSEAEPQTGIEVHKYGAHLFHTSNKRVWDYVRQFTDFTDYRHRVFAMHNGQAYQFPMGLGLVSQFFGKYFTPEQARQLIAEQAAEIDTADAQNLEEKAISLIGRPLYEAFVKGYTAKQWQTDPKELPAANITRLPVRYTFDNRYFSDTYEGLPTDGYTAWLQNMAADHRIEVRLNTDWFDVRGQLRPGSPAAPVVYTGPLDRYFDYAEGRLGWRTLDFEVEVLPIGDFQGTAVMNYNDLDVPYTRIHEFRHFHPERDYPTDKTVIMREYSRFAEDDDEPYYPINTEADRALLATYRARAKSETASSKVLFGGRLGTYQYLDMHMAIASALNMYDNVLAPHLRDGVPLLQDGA
FadD28 binding – inhibitors of Mycobacterium tuberculosis FadD28 bisubstrate binding. inhibition, % at 12.5 µM. 0.22% of 360,000 active. FadD28 bisubstrate probe binding, fluorescence polarization; in the data active = inhibition above about 8.5%, passing the limit was not always enough; inconclusive = no clear call, values can overlap the other calls
The depositor's hits bear a star; i = inactive; u = inconclusive; x = no result given; & = joins results of further samples.

SMILES	Yp Topo-I inh	FBA Mtb inh	BioA inh	TcdB inh	GDH-TPI inh	BH1578 lux ind	PfHsp40 rescue	Mtb UGM inh	FadD28 binding
COc1ccc(C(=O)C2CCCN(C(=O)c3cccc(Cn4cccn4)c3)C2)cc1F (stereo unspecified)	1	4	5.7	-1.5	4	-0.7	-1.0	2.3	-0.6
Cn1cc(C(=O)Nc2ccc(C#N)cc2)c2ccccc2c1=O	3	0	-1.0	-0.6	5	0.6	-1.7	-2.5	-2.5
Cc1ccc(S(=O)(=O)Nc2cccc3c2O[C@H](CN(C)Cc2ccc(-c4ccccc4)cc2)[C@@H](C)CN([C@H](C)CO)C3=O)cc1	2	-2	-3.7	-2.9	0	-6.2	0.4	1.3	-0.9
CCOC(=O)C1=C(C)OC(N)=C(C(=O)OCC)C1c1ccncc1 (stereo unspecified)	1	-2	0.5	x	0	i	0.4	0.9	-2.0
COc1ccccc1OCc1nnc(SCC(=O)N2CCCC2)o1	1	1	x	-3.6	-4	-0.2	-0.4	0.7	-0.2
CCOc1ccc(OCCCC(=O)N(C)CC(=O)Nc2ccccc2Br)cc1	15	-2	-0.9	0.2	-1	-5.0	0.9	2.1	-2.8
CCOCC(=O)N1CCc2ccccc21	0	1	-2.5	x	8	-0.6	0.5	1.9	-0.4
COC(=O)c1cc(C(=O)c2ccc(C(C)(C)C)cc2)c[nH]1	14	0	2.2	-0.8	-5	-0.6	-0.4	1.6	-1.8
CCn1c(Cc2ccccc2)nnc1SCC(=O)Nc1ccccc1F	10	3	x	0.5	-1	i	1.9	-0.2	-2.4
O=C(O)CN1C(=O)SC(Nc2ccc(C(=O)O)cc2)C1=O (stereo unspecified)	-6	2	x	x	3	-0.8	1.7	-1.8	-1.0
Cc1cccc2sc(NC(=O)C3CCN(C(=O)c4ccco4)CC3)nc12	15	-1	-3.0	1.2	3	0.6	0.0	-0.2	-1.6
CN1CCN(NC(=O)c2cc(-c3ccccn3)nc3ccccc23)CC1	-1	2	x	0.9	7	-0.7	-1.1	2.9	-1.4
COc1ccc(NS(=O)(=O)c2ccc(C)c(C(=O)O)c2)cc1	1	0	-0.2	2.9	12	i	-1.2	0.6	-1.9
O=C(CCNC(=O)c1ccc(Cl)cc1)NC1CCCCCC1	6	0	-0.7	0.9	4	-0.7	0.4	-2.5	1.2
Cc1cc(C)nc(SCCC(=O)Nc2ccccc2Cl)n1	-12	2	x	0.1	-1	i	-0.6	-2.6	-3.3
CC(C)(C)OC(=O)N[C@@H](Cc1ccccc1)C(=O)NCC1CCC(C(=O)N[C@@H](CCC(N)=O)C(=O)O)CC1 (stereo partly specified)	-6	5	-1.5	-8.0	15	i	-0.6	-2.4	0.0
CCOc1ccc(/C(O)=C2/C(=O)C(=O)N(c3ccccn3)C2c2ccc(F)cc2)c(C)c1 (stereo unspecified)	5	0	x	-1.1	18	-0.9	-0.5	2.1	-3.2
CC(=O)N1CCC(C(=O)NCCOc2ccc(C)cc2)CC1	8	0	x	0.7	4	-0.4	19	-3.4	0.0
Cc1cc(C(=O)N/N=C/C=C/c2ccc([N+](=O)[O-])cc2)n[nH]1	3	1	x	1.2	41*	0.2	0.8	0.8	-1.3
COc1ccc2c(c1)c1ncn(CCN3CCCCC3)c(=O)c1n2C	-4	100*	0.7	x	10	i	0.5	3.5	-2.7
C/C=C/c1ccc(OCC(=O)NCc2ccccc2OC)c(OC)c1	6	0	x	2.1	2	-0.2	1.9	-1.8	-1.5
Nc1ccn([C@@H]2O[C@H](COS(=O)(=O)O)[C@@H](O)[C@H]2O)c(=O)n1	1	-1	-1.0	0.7	3	-0.2	-0.9	-3.6	-2.3
CN(C)C(=O)c1cccn(Cc2cccc(C(F)(F)F)c2)c1=O	2	0	-1.3	1.1	3	i	-0.4	-1.2	-1.4
COc1ccccc1CCNCc1cccc(C(F)(F)F)c1	-2	0	0.0	0.4	2	-0.2	-1.6	2.2	-4.0
O=C1c2cccc3c(N4CCCCC4)ccc(c23)C(=O)N1c1ccccc1O	5	-13	x	1.2	-5	-0.2	-1.5	0.1	-4.6

Part of the list above in order of count of non-hydrogen atoms, lowest first:
SMILES	Yp Topo-I inh	FBA Mtb inh	BioA inh	TcdB inh	GDH-TPI inh	BH1578 lux ind	PfHsp40 rescue	Mtb UGM inh	FadD28 binding
CCOCC(=O)N1CCc2ccccc21	0	1	-2.5	x	8	-0.6	0.5	1.9	-0.4
Cc1cc(C(=O)N/N=C/C=C/c2ccc([N+](=O)[O-])cc2)n[nH]1	3	1	x	1.2	41*	0.2	0.8	0.8	-1.3
CCOC(=O)C1=C(C)OC(N)=C(C(=O)OCC)C1c1ccncc1 (stereo unspecified)	1	-2	0.5	x	0	i	0.4	0.9	-2.0
C/C=C/c1ccc(OCC(=O)NCc2ccccc2OC)c(OC)c1	6	0	x	2.1	2	-0.2	1.9	-1.8	-1.5
COc1ccc(C(=O)C2CCCN(C(=O)c3cccc(Cn4cccn4)c3)C2)cc1F (stereo unspecified)	1	4	5.7	-1.5	4	-0.7	-1.0	2.3	-0.6
Cc1ccc(S(=O)(=O)Nc2cccc3c2O[C@H](CN(C)Cc2ccc(-c4ccccc4)cc2)[C@@H](C)CN([C@H](C)CO)C3=O)cc1	2	-2	-3.7	-2.9	0	-6.2	0.4	1.3	-0.9

The list continues.
SMILES	Yp Topo-I inh	FBA Mtb inh	BioA inh	TcdB inh	GDH-TPI inh	BH1578 lux ind	PfHsp40 rescue	Mtb UGM inh	FadD28 binding
C(=C\c1ccccn1)/c1ccncc1	5	0	-1.2	0.1	-2	i	-2.6	-1.4	-0.6
CC(=O)Nc1cc(-c2cccc(F)c2)cn2c(-c3ccc(F)c(Cl)c3)cnc12	-9	8	-4.6	0.5	5	i	x	x	2.3
O=C(COC(=O)c1nc(Cl)ccc1Cl)NCc1ccccc1	-3	1	x	-2.4	4	-0.4	-0.4	0.7	u
O=c1c2c3c(sc2nc2n1CCCCC2)CCC3	7	0	1.3	x	0	i	0.2	-4.2	-3.6
COc1ccccc1C(=O)N1CCN(C(=O)COc2cccc(C)c2)CC1	-1	5	-2.4	x	-3	x	-0.7	2.4	-1.6
O=C(CCN1C(=O)/C(=C/C=C/c2ccccc2)SC1=S)Nc1cccnc1	12	-9	x	1.1	10	-0.5	-1.2	-0.5	-3.3
O=C(NCc1ccccc1)c1cc(C2COCCN2C(=O)C2CC2)on1 (stereo unspecified)	0	2	-0.2	1.6	5	i	x	x	-0.7
COc1ccc(N=N/C(=C\O)C(=O)c2cccs2)cc1	21	-13	x	-0.6	5	-0.4	478*	-3.0	1.0
Fc1ccc(/C=N\Nc2cccc(F)c2)cc1	-2	1	5.4	0.7	0	-0.4	-0.3	-0.2	-1.7
O=C(CCCn1ncn2c(cc3occc32)c1=O)N1CCc2ccccc2C1	17	1	26	x	5	x	1.6	0.9	-0.1
CC(NC(=O)CSc1ccccc1)c1ccccc1 (stereo unspecified)	6	2	-0.2	-0.1	8	i	0.4	-3.1	-1.7
Clc1ccc(Nc2ccc(Cl)nn2)cc1	-1	1	-0.8	2.0	1	-0.3	-0.5	-1.3	-1.3
c1ccc(-c2ccc(-c3nc(-c4ccccn4)no3)cc2)cc1	13	18	1.7	1.6	6	8.3	-0.7	0.4	-0.6
CC(=O)N1CCOc2ccc(S(=O)(=O)N(C)c3cccc(C)c3)cc21	2	3	0.4	1.3	-15	i	-0.4	-1.0	-2.8
CC(=O)Oc1ccccc1-c1nc(/C=C/c2ccccc2)no1	13	0	-0.3	1.1	0	i	-1.6	2.1	0.8
O=C(CCC(=O)OCC(=O)c1cccc([N+](=O)[O-])c1)NC1CCCCC1	-5	0	x	0.1	2	-0.4	-1.2	-4.9	-0.9
Cc1ccc(NC(=O)COC(=O)c2c(C)nn(-c3ccccc3)c2C)cc1	6	-1	3.0	-0.1	2	-0.2	1.7	1.3	-0.7
CCC(Oc1ccccc1)C(=O)N1CC(C)CC(C)C1 (stereo unspecified)	4	3	0.0	x	-10	i	-0.6	-0.5	-0.5
COc1cc(C2C(C#N)=C(N)N(N(C)C)C3=C2C(=O)CCC3)cc(OC)c1OC (stereo unspecified)	-3	0	x	-0.1	17	i	8.0	1.3	0.1
O=c1cc(CSc2nnc(COc3ccccc3)o2)c2ccccc2[nH]1	-6	0	x	x	16	-0.1	3.0	0.8	-0.9
Nc1ccc(SC(F)(F)F)cc1C(=O)c1ccccc1	14	1	x	x	-2	-1.1	2.1	-0.9	-3.9
CN(Cc1nc2ccccc2n1C)C(=O)c1cccs1	3	1	-3.8	x	1	4.2	-0.5	0.1	-1.3
CCOC(=O)c1nnn2c3ccccc3c(=O)n(C)c12	5	0	-1.4	0.3	16	-0.5	x	4.0	-2.4
CCOC(=O)N1CCC(N2Cc3cccc(C(=O)Nc4cccc(F)c4)c3C2=O)CC1	-2	-1	x	1.6	6	-0.3	1.8	0.1	-2.4
COC(=O)C1=C(c2ccc(S(C)(=O)=O)cc2)C[C@@H]2CC[C@H]1N2C(=O)NCCS(C)=O (stereo partly specified)	5	-1	-0.4	0.9	-1	i	u	-1.3	-3.3

(further entries)
SMILES	Yp Topo-I inh	FBA Mtb inh	BioA inh	TcdB inh	GDH-TPI inh	BH1578 lux ind	PfHsp40 rescue	Mtb UGM inh	FadD28 binding
CCCc1nn2c(=O)c(C(c3ccc(C)cc3)c3c(O)nc4sc(CCC)nn4c3=O)c(O)nc2s1	-11	-6	0.2	x	1	-1.9	0.4	0.8	-2.6
CCOc1ccc(NC(=O)CN(C)C(=O)Cn2cnc3c2c(=O)n(C)c(=O)n3C)cc1OCC	-1	-1	-0.7	-2.8	0	-0.6	2.3	5.1	-1.7
COCCOC(=O)c1c(C)oc2ccc(OC(=O)c3ccc4c(c3)OCO4)cc12	-11	-8	-3.6	x	7	-2.9	2.7	0.7	-0.8
Cc1cccc(C(=O)c2c(N)sc3c2CCC(C)C3)c1 (stereo unspecified)	-1	3	-3.5	1.4	8	-0.6	-1.2	1.1	-3.0
O=c1c2c3c(sc2nc2n1N=C(c1cccs1)CS2)CCCC3	7	0	x	x	10	i	1.0	2.3	0.0
Cc1nn2c(-c3cccc(NC(=O)CSc4nc5ccccc5o4)c3)nnc2c2ccccc12	-2	1	-3.8	x	5	i	1.7	2.4	-3.0
O=C1CCC(C(=O)N2CCSCC2)CN1CCc1cccc(F)c1 (stereo unspecified)	-1	0	0.7	0.3	-7	-0.1	-0.3	0.7	-0.7
CCNC(=S)N(CCN(C)C)Cc1cc2cc3c(cc2[nH]c1=O)OCO3	0	44*	-0.4	0.1	14	1.2	0.7	0.5	-2.1
CC(=O)c1ccc2noc(-c3ccc(F)cc3)c2c1	-11	0	0.2	-0.5	6	-0.5	4.6	0.9	-2.8
CC(C)c1ccc(CC(=O)N2CCC2(C)C(=O)Nc2ccc3c(c2)OCO3)cc1 (stereo unspecified)	9	-2	0.1	-0.8	-8	i	x	x	-4.2
O=C(Nc1c2c(nn1-c1ccc(Cl)cc1)CS(=O)(=O)C2)c1ccccc1	-9	-4	-0.1	0.2	3	-0.7	0.0	0.4	-3.3
Cc1nc(N)nc(Nc2ccc(Cl)cc2)c1Br	15	1	x	x	5	-0.3	-0.8	0.7	-0.3
COc1cc2c(cc1OC)C(=O)N(C)CC2	-9	1	-0.3	0.6	-8	-0.5	-1.3	-2.6	-1.2
CCOC(=O)c1c(NC(=O)C(Sc2ccccc2)c2ccccc2)sc(C(N)=O)c1C (stereo unspecified)	1	0	-2.0	x	1	i	-0.2	2.0	-2.3
Cc1nnc(SCC(=O)NC(=O)NCc2ccco2)n1Cc1ccccc1	3	0	-0.4	x	1	-7.1	0.3	0.9	-2.4
O=P(NS(=O)(=O)c1ccc(Br)cc1)(Oc1ccccc1)Oc1ccccc1	5	2	0.5	0.3	4	-1.5	-0.8	2.7	0.3
C=CCn1c(SCC(=O)N2CCOCC2)nc2sc(C)c(C)c2c1=O	7	-5	0.0	1.1	21	-0.2	0.9	1.6	0.2
OC(c1ccc(F)c(F)c1)c1ncc(-c2ccccc2F)[nH]1 (stereo unspecified)	8	-1	0.4	3.0	-1	-0.3	x	x	-2.4
C[C@H](CO)N1C[C@H](C)[C@@H](CN(C)C(=O)Oc2ccccc2)OCc2cnnn2CCCC1=O	-2	-3	1.0&0.8	1.1&0.7	5	i	x	x	-1.5
